Source: PubChem BioAssay
D1 agonist – activates the human D1 dopamine receptor. P21728. HEK293 T-REx D1 cells, calcium flux, agonist mode. activation, % at 2 µM. hit rate 1% among 360,000; in the data active = activation above about 30%; note: 0% is about no effect
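Agonism was scored from calcium flux recorded over 180 s (1 read/s) after pintool compound addition, following a 10-cycle baseline. Cells were inducible force-coupled HEK293 TREx D1, plated overnight at 30 C and loaded with no-wash calcium dye.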
Glioma ERSR ind – inducers of ER stress response in human glioma cells; Potency, µM, inactives show at the top dose activation, hits mostly activators; U87-MG GRP78 promoter luciferase reporter, 16 h; AID 602332; hit rate 0.02% among 420,000; note: potency is the fitted concentration of half-maximal effect; series mostly up to about 76 µM; % of control where 0% means no effect; nearly all actives have a fitted effect of over 35% in size
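Stably transfected U87-MG human glioma cells carrying a GRP78-based luminescent sensor were seeded at 1000 cells/well, pin-dosed with compounds and incubated 16 h. Luciferase reagent was then added, and end-point luminescence was read after 10 min at room temperature.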
Vif-APOBEC3G blk – inhibitors of Vif-APOBEC3G interaction | Potency, µM (highest dose often 46.1 µM), without a hit: at the top dose activity, negative = active, usual class: inhibitors | HeLa A3G-eYFP + Vif (tagged APOBEC3G with the HIV-1 protein that degrades it), YFP fluorescence, overnight | hit rate 0.076% among 410,000 | AID 602310 | Q9HC16;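 note: potency is the fitted concentration of half-maximal effect; % is set by controls: 0 for no effect and ±100 for the full control effect; nearly all actives have a fitted effect of over 60% in size; hits raise eYFP signal because A3G escapes Vif-driven loss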
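Read-out is eYFP fluorescence (Ex 488/Em 500-530) from Vif-expressing HeLa A3G-eYFP cells; more signal means A3G escaped Vif-mediated degradation. Cells plated overnight, compound pinned in, incubated overnight at 37 deg C.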
RXFP1 agonist – RXFP1 (human) receptor agonism; Potency, µM (series often up to 57.5 µM), without a hit: at the highest dose activation, usual class: activators; Q9HBX9; HEK293T-RXFP1 cAMP TR-FRET, 30 min; response scale: percent of porcine relaxin response, buffer zero; hit rate 0.3% among 370,000; note: potency is the fitted concentration of half-maximal effect; % is set by controls: 0 for no effect and ±100 for the full control effect; nearly all actives have a fitted effect of over 60% in size; many of its hits are not listed in these tables
Target sequence (Q9HBX9 whole entry, looked up): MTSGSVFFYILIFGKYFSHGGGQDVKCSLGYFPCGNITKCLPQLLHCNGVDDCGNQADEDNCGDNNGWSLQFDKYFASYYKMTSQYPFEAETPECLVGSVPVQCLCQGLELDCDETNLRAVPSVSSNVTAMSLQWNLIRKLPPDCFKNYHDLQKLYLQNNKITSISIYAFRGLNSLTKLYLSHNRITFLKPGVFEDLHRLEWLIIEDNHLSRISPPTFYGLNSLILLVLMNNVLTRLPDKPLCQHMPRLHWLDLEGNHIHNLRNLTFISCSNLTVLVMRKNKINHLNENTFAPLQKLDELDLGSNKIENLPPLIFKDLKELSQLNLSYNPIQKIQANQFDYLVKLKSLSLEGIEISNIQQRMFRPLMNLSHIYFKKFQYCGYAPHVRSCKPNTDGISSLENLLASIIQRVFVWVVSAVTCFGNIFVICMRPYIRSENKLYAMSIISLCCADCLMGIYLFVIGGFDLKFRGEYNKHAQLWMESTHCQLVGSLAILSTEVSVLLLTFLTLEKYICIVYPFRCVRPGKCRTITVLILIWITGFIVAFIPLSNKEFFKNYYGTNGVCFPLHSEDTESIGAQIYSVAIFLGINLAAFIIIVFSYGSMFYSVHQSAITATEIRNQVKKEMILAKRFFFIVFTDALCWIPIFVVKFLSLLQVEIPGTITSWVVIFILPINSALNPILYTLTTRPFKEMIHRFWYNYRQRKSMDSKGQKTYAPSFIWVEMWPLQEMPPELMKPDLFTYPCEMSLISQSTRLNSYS
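cAMP rise read by TR-FRET after 30 min, 37C compound exposure (up to 58 uM) in RXFP1-transfected HEK293 cells with Ro 20174 present. EC50 from Hill-equation fits, with 29 nM porcine relaxin as 100% and buffer as basal.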
D2 potentiator – D2 dopamine receptor (human) potentiation; hit rate 0.34% among 340,000; potentiation, % at 10 µM; P14416; HEK293 T-REx D2, calcium flux, EC20 dopamine potentiation; AID 485347;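 active = potentiation over 3 SD above the plate norm, cut at about 30% in these data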; note: 0% is about no effect
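Using a no-wash calcium dye in inducible, force-coupled HEK293 Trex cells expressing D2, we tracked fluorescence each second for 180 s after compound, then for 180 s after EC20 dopamine to detect augmented signalling.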
D1 antagonist – antagonists of human D1 dopamine receptor; P21728; HEK293 TREx D1 cells, calcium flux, dopamine EC80; hits give low values; activity change, negative = inhibition, % at 10 µM; hit rate 3.2% among 360,000; AID 504652; in the data active = activity change below about -30%; note: % is set by controls: 0 for no effect and ±100 for the full control effect
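After overnight tetracycline induction at 30 C, force-coupled D1 HEK293 cells took up a no-wash calcium dye at room temperature. Compounds were added and monitored 180 s, and the response to EC80 dopamine was then recorded.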
D1 PAM – human D1 dopamine receptor positive modulation. P21728. HEK293 TREx D1 cells, calcium flux, dopamine EC20 potentiation. potentiation, % at 10 µM. hit rate 0.036% among 360,000; in the data active = potentiation above about 30%; note: 0% is about no effect
Vif-APOBEC3F blk – Vif-A3F binding inhibition; HeLa A3F-eYFP + Vif (tagged APOBEC3F with the HIV-1 protein that degrades it), YFP fluorescence increase; Potency, µM (doses to about 46.1 µM), inactives show at the top dose activity, negative = active; hit rate 0.2% among 390,000; note: potency is the fitted concentration of half-maximal effect; % of control where 0% means no effect; nearly all actives have a fitted effect of over 65% in size
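HeLa cells stably expressing A3F-eYFP plus Vif, plated and incubated overnight at 37 deg C, then exposed to compounds overnight at 37 deg C. Blocked degradation read as raised yellow fluorescence (Ex 488/Em 500-530).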
RXFP1 antag – antagonists of human relaxin receptor RXFP1. Q9HBX9. HEK293-RXFP1, relaxin-stimulated cAMP HTRF, 30 min; hits give low values. activity change, negative = inhibition, % at 57.5 µM. hit rate 0.59% among 350,000;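 active = activity change of -60% or lower, but not beyond a set lower limit; inconclusive = change between -60% and -40%, or beyond the set limit; inactive = change above -40%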; note: % is set by controls: 0 for no effect and ±100 for the full control effect
Active calls of the source: *; ? = inconclusive; . = no result given; & = joins results of further samples. Unless noted, calls come from the whole dose curve; as a rule, active = well fitted curve in the direction sought with a large enough effect; inconclusive = small, poorly fitted or top-dose-only effect, or another doubt; inactive = no such curve, though single readings can be large; an effect the other way counts as inactive or inconclusive. A portion of the library. The share of hits here may be higher or lower than overall.

structure	D1 agonist	Glioma ERSR ind	Vif-APOBEC3G blk	RXFP1 agonist	D2 potentiator	D1 antagonist	D1 PAM	Vif-APOBEC3F blk	RXFP1 antag
COc1cccc(-c2cc(C(=O)Nn3cnnc3)c3ccccc3n2)c1	1.5	-3.5%	-1.9%	1.5%	-4.4	3.4	2.0	-14.6%	-9.4
Cc1c(Cl)cccc1NC(=O)Cn1nc(C(F)(F)F)c2c1CCC2	2.4	-2.6%	-0.6%	0.3%	-4.2	-0.9	-3.9	4.2%	.
Nn1c(SCC(=O)NC2CCCCCC2)nnc1-c1ccco1	.	-3.2%	0.3%	.	.	.	.	0.9%	-2.1
Cc1nc(N)nc(Nc2ccc(C#N)cc2)c1Br	1.2	-0.4%	-1.1%	25.8%	5.4	8.4	-3.6	-8.6%	-4.0
Cc1ccc2nc3c(cc(C#N)c(=O)n3CC3CCCO3)c(=O)n2c1 (configuration not stated)	1.3	.	.	3.2%	-1.7	-0.8	0.8	.	.
NC(=O)c1cc(S(=O)(=O)NCCc2ccccc2)cs1	1.1	-6.0%	5.9%	4.2%	-1.5	15.0	-2.8	-1.1%	1.3
N#CC1=C2SCN(Cc3ccco3)CN2C(=O)CC1c1cccc2ccccc12 (configuration not stated)	2.0	-2.6%	0.6%	4.6%	-0.6	-12.3	-7.6	4.5%	-9.5
CCn1cc(C(=O)NCCCN2CC(C)CC(C)C2)c(=O)c2cc(S(=O)(=O)N(C)C)ccc21 (configuration not stated)	2.9	-0.7%	-5.1%	3.1%	-29.6	6.6	.	-8.0%	-25.3
CCc1nn(CC(=O)N2CCN(c3ccc(OC)cc3)CC2)c(=O)c2cc3occc3n12	0.2	0.7%	3.1%	0.5%	5.4	2.1	-2.3	-1.9%	-15.4
CC1CC1C(=O)OCC(=O)Nc1cc(S(=O)(=O)N2CCCCC2)ccc1Cl (configuration not stated)	.	-4.7%	-0.6%	.	.	.	.	-7.0%	-2.4
Cc1cc(F)ccc1NC(=O)Cn1cc(S(=O)(=O)NC(C)C)c(S(=O)(=O)NC(C)C)c1	8.1	-4.4%	-2.8%	-0.4%	3.5	30.7	17.7	3.2%	1.2
C/C(=N\Nc1ccc(Cl)c(Cl)c1)c1ccc(-n2ccnc2)cc1	2.0	4.4%	-4.1%	-0.9%	0.3	0.0	-2.0	-4.5%	-1.6
Fc1cccc(Cl)c1CNCCSc1nnnn1-c1ccccc1	-0.8	-0.3%	-3.4%	-3.1%	-9.8	-1.9	-0.1	-2.2%	-5.0
CCOC(=O)C(NC(=O)c1cccc(Cl)c1)(OCc1ccc(F)cc1)C(F)(F)F (configuration not stated)	13.5	-6.8%	-1.1%	0.5%	2.8	-34.9*	-3.4	-4.1%	-35.9
Cc1[nH]nc2c1C(c1cccc(OC(=O)N3CCOCC3)c1)C(C#N)=C(N)O2 (configuration not stated)	0.8	0.2%	-0.4%	0.8%	3.0	-11.6	-4.0	1.4%	0.7
CCc1ccccc1NC(=O)Cn1c(=O)n(-c2ccc(C)cc2)c(=O)c2cc(OC)c(OC)cc21	3.0	-0.4%	4.5%	22.8%	0.2	-13.5	-0.9	0.9%	.
Cc1ccc2c(c1)N(CCC(=O)NCCN1CCOCC1)C(=O)CO2	1.2	-0.2%	1.3%	-2.5%	-1.1	-1.0	-4.8	-1.0%	1.8
O=C(O)CSCC(=O)N(Cc1ccccc1)c1nc(-c2ccccc2)c(-c2ccccc2)s1	8.8	-5.4%	-1.7%	-0.1%	-9.8	-39.4*	-15.2	0.0%	-24.2
NS(=O)(=O)c1ccc(NC(=O)c2c(Cl)cccc2Cl)cc1	3.0	-3.3%	-1.7%	1.9%	16.7	1.8	6.8	8.4%	-6.7
O=C(CCCN1C(=O)[C@H]2CC=CC[C@H]2C1=O)NCc1nc(-c2ccc(Cl)cc2)no1	13.5	4.5%	2.1%	0.4%	-0.5	-19.3	-3.2	0.3%	9.6
c1ccc(-c2cnc(-c3ccccc3)nc2)cc1	-0.4	4.0%	2.2%	0.3%	-8.0	0.7	7.2	1.4%	-8.8
CCOC(=O)c1sc(NC(=O)c2cc3ccccc3o2)nc1C	1.5	-2.5%	-4.3%	7.7%	-6.4	11.3	6.3	-1.6%	-1.9
Cc1ccc(N2C=Nc3ccc(C)c4nc(C)cc2c34)cc1	-0.1	-5.3%	1.5%	-0.2%	9.3	6.1	0.1	1.2%	2.1
Cc1cc(NC(=O)CCCC(=O)NCc2ccccc2)no1	3.5	-2.3%	2.0%	0.9%	-0.5	-6.0	-7.3	10.1%	22.1
CCOC(=O)c1c(O)c2ccccc2oc1=O	3.9	2.6%	1.3%	-0.6%	-12.6	5.7	-7.2	4.1%	-5.3
COc1cc(NC(=O)N2CCC3(CC2)Nc2cc(F)ccc2-n2cccc23)cc(OC)c1OC	9.2	-4.1%	-5.5%	2.8%	-1.9	0.0	-2.8	0.1%	-38.3
Cc1cc(O)c(C(C[N+](=O)[O-])c2ccc(Cl)cc2)c(=O)o1 (configuration not stated)	0.8	-7.2%	2.2%	-2.1%	-3.7	4.2	-6.3	-6.8%	-4.8
O=C(CN1C(=O)CCS(=O)(=O)c2ccccc21)Nc1ccc2c(c1)OCCO2	-1.5	-4.2%	2.0%	2.7%	-7.4	4.3	-3.2	-0.2%	5.4
Cc1noc(C)c1S(=O)(=O)Nc1ccc2c(c1)C(=O)N([C@H](C)CO)C[C@H](C)[C@@H](CN(C)C(=O)CCCN(C)C)OCCCC[C@@H](C)O2	.	-5.3%	0.1%	.	.	.	.	-1.1%	-3.7
O=C(NCc1ccc(F)cc1)C(c1ccco1)N(C(=O)c1csnn1)c1ccccc1 (configuration not stated)	9.8	-3.9%	0.0%	0.0%	5.6	-3.7	.	0.9%	12.4

Filtered by structure, the entries above containing an aryl thioether with sulfur outside any ring (2)
structure	D1 agonist	Glioma ERSR ind	Vif-APOBEC3G blk	RXFP1 agonist	D2 potentiator	D1 antagonist	D1 PAM	Vif-APOBEC3F blk	RXFP1 antag
Nn1c(SCC(=O)NC2CCCCCC2)nnc1-c1ccco1	.	-3.2%	0.3%	.	.	.	.	0.9%	-2.1
Fc1cccc(Cl)c1CNCCSc1nnnn1-c1ccccc1	-0.8	-0.3%	-3.4%	-3.1%	-9.8	-1.9	-0.1	-2.2%	-5.0

Further results:
structure	D1 agonist	Glioma ERSR ind	Vif-APOBEC3G blk	RXFP1 agonist	D2 potentiator	D1 antagonist	D1 PAM	Vif-APOBEC3F blk	RXFP1 antag
C=CCn1c(SCC(=O)c2ccc(CNC(C)=O)o2)nc2ccccc2c1=O	-0.4	-3.6%	1.6%	1.9%	3.0	-10.7	0.4	1.2%	2.1
COCCNC(=O)c1cn(C)c2ccc(S(=O)(=O)N(C)C3CCCCC3)cc2c1=O	1.0	0.7%	-4.5%	0.8%	3.6	-17.1	.	-1.4%	.
O=C(NNC(=O)C1CCN(S(=O)(=O)c2ccccc2)CC1)c1ccccc1O	2.4	-1.1%	3.7%	0.9%	-4.3	17.3	2.8	0.5%	-14.4
CN(C(=O)c1ccc2c(c1)CCO2)C(C)(C)C	0.1	0.1%	1.1%	0.0%	4.8	1.6	-8.9	4.1%	7.9
CCOc1ccc(CCNC(=O)C(C)N2C(=O)CC(C)(C)Sc3ccccc32)cc1 (configuration not stated)	38.4*	-3.5%	1.1%	1.2%	9.1	-0.6	-9.2	-5.0%	1.1
CN1C[C@H](C(=O)N[C@]2(C)O[C@@]3(O)[C@@H]4CCCN4C(=O)[C@H](Cc4ccccc4)N3C2=O)CC2c3cccc4[nH]cc(c34)C[C@H]21 (some centres not stated)	1.1&-1.2	-1.6%&-0.5%	-2.5%&2.2%	0.0%&-0.1%	-10.5&-26.6	-61.7*	-6.8&-6.2	0.6%&-2.0%	.
O=c1c2sccc2[nH]c(=S)n1Cc1ccccc1	2.5	-0.1%	-0.3%	2.8%	2.7	-4.7	-2.7	4.2%	-4.0
O=C(NNc1nc2c(F)cc(F)cc2s1)c1ccccc1	2.5	-2.5%	0.5%	-1.1%	0.4	-25.9	-3.2	0.9%	-12.3
CC1=C(C(=O)N2CCOCC2)CC(CC(=O)NCc2ccco2)C(=O)N1Cc1ccccc1 (configuration not stated)	.	-4.9%	-0.9%	.	.	.	.	-1.1%	14.2
C=CCCCCCCCCC(=O)N1CCN(c2cc3c(cc2F)c(=O)c(C(=O)O)cn3CC)CC1	1.6	-4.1%	4.3%	-18.6%	2.7	-0.7	2.8	-5.3%	-1.6
COc1ccc(CCN2CC(C(=O)N(C)Cc3ccccc3OC)CCC2=O)cc1 (configuration not stated)	2.3	-4.4%	5.3%	0.1%	-12.6	0.2	-4.0	1.5%	6.7
CC(C)c1nc2n[nH]c(N)c2c2c1CSC(C)(C)C2	0.2	-5.1%	2.0%	-0.4%	5.9	.	-2.8	1.8%	-2.2
CCN(C(=O)COC(=O)c1ncc(Cl)c(Cl)c1Cl)c1c(N)n(Cc2ccccc2)c(=O)[nH]c1=O	.	0.8%	-3.3%	.	.	.	.	1.5%	-3.9
Cc1ccc(S(=O)(=O)Nc2ccc3cc([N+](=O)[O-])ccc3c2[N+](=O)[O-])cc1	.	-6.6%	-17.2%	.	.	.	.	?	2.3
